NOD2 inhibition: NOD2 signaling inhibitors, cell-based, luminescence, uHTS, HEK293 (AID 1566). 290,000 tested, 0.63% active. one-dose inhibition, % at 4 µM; EC50 in µM for titrated hits. HEK293 NOD2/NF-kB luciferase reporter, luminescence; higher % means a stronger effect; also: many of its hits are not listed in these tables
AID2073: inhibitors of Mint1-CaV2.2 protein interaction, biochemical, HTRF (AID 2073). 290,000 tested, 0.19% active. Voltage-dependent N-type calcium channel subunit alpha-1B (Homo sapiens). HTRF protein-protein interaction, Mint1-CaV2.2; higher % means a stronger effect. inhibition, % at 20 µM; hits with a dose series show IC50 in µM; in the data active = inhibition mostly above about 51%, no sharp cut-off; inconclusive = no clear call, values can overlap the other calls; inactive = mostly below about 53%; also: some results filed as inactive read as strong as hits
Hep lipid drop: inhibitors of hepatocyte lipid droplet formation, primary screen, imaging, high-throughput imaging, BODIPY stain | AML12 mouse hepatocytes, oleate lipid droplets | inhibition, % at 6.5 µM | 240,000 tested, 0.4% active;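 active = lipid droplet intensity inhibited by at least 50%, with more than 500 cells counted; inconclusive = wells with under 300 cells, treated as cytotoxic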
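Material: mouse AML12 hepatocyte cell line, fixed after treatment; Timing: compound with oleate, overnight; Technique: high-content imaging of BODIPY-stained droplets and DAPI nuclei; Probe or stimulus: oleate, 100 µM final; Dosing: compound at 6.5 µM only.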
Myeloid diff MLP: induction of myeloid progenitor differentiation, primary screen, cell-based, flow cytometry, MLPCN library; calls only at 10 µM; 360,000 tested, 1% active; AID 624256, 2012; ER-HoxA9 myeloid progenitors, lysozyme-GFP differentiation;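 active = normalized GFP-positive differentiation at or above the plate's own cutoff, the solvent-only control mean plus 3 SD; inconclusive = no clear call, values can overlap the other calls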;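 also: cells exposed to compound for four days before flow analysis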
SIAH1 antagonists: Siah-1 peptide-binding antagonists, primary screen, biochemical, fluorescence polarization, rhodamine-plectin, uHTS (AID 1817). Siah-1 / rhodamine-plectin peptide fluorescence polarization; higher % means a stronger effect. one-dose displacement, % at 20 µM; IC50 in µM for titrated hits. 290,000 tested, 0.02% active;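 active = displacement of at least 50% at 20 µM, with a fluorescence ratio check between 0.3 and a set limit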;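 also: plate controls were Siah plus tracer with DMSO for no effect and tracer alone without Siah for full effect; strong numbers were not always called active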
Dengue-2 NS5 capping: Dengue-2 NS5 methyltransferase inhibitors, primary screen, biochemical, confirmation dose response (AID 588689); Dengue-2 NS5 methyltransferase capping enzyme assay, biochemical; higher % means a stronger effect; inhibition, % at 25 µM; hits with a dose series show IC50 in µM; 340,000 tested, 0.3% active; in the data active = a potency from the dose series; inconclusive = inhibition above about 29% without an active follow-up result
LYP phosphatase: inhibitors of LYP phosphatase, biochemical, fluorescence intensity, uHTS (AID 1779) | recombinant LYP phosphatase, fluorescence intensity; higher % means a stronger effect | Tyrosine-protein phosphatase non-receptor type 22 (Homo sapiens) | one-dose inhibition, % at 11.5 µM; IC50 in µM for titrated hits | 290,000 tested, 0.054% active;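 also: plate controls were vehicle with enzyme for no effect and no enzyme for full effect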
HIV fusion peptide: inhibitors of HIV fusion peptide binding, primary screen, biochemical, uHTS, fluorescence dequenching (AID 1986); cell-free peptide binding, fluorescence dequenching, 30 min; higher % means a stronger effect; inhibition, % at 20 µM, or IC50 in µM where a hit was titrated; 290,000 tested, 0.3% active; in the data active = inhibition mostly above about 52%, no sharp cut-off; inactive = mostly below about 76%; also: some results filed as inactive read as strong as hits
XIAP antagonists: XIAP antagonists, biochemical, IAP family, fluorescence polarization (AID 1018); E3 ubiquitin-protein ligase XIAP (Homo sapiens); displacement, % at 20 µM; hits with a dose series show IC50 in µM; 200,000 tested, 0.007% active; XIAP BIR domain, fluorescence polarization peptide displacement; higher % means a stronger effect; in the data active = displacement above about 50%; also: a part of the inactive calls stands beside numbers as strong as those of hits
Hep lipid drop cells 6.5 µM: further read-out of Hep lipid drop, marked with its call; cell count; measured here: cell count, cytotoxicity flag;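 cells counted across two imaged fields per well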
Dengue-2 NS5 capping pilot replicate: also measured in Dengue-2 NS5 capping; calls as there; inhibition, %; measured here: pilot screen replicate inhibition
Myeloid diff MLP GFP+ MAC1+ %: further read-out of Myeloid diff MLP, marked with its call; GFP+ MAC1+ double positive, %; measured here: differentiation confirmed by MAC1 staining
* hit, by the source's call; i = inactive; ? = inconclusive; / = no result given; + = active, no number. Rule as the data show it, unless noted: active = inhibition above about 50%; inactive = the rest. A portion of the library; rates above refer to the full screens.

SMILES | NOD2 inhibition | AID2073 | Hep lipid drop | Hep lipid drop cells 6.5 µM | Myeloid diff MLP | Myeloid diff MLP GFP+ MAC1+ % | SIAH1 antagonists | Dengue-2 NS5 capping | LYP phosphatase | HIV fusion peptide | XIAP antagonists | others
CC(/C=C1\SC(=S)N(NS(=O)(=O)c2ccc(C)cc2)C1=O)=C\c1ccccc1 | 15% | 3% | 0 | 709 | i | 0.4 | 16% | 27µM* | 2% | 56%* | /
CCc1ccc(OCC(=O)N/N=C(\C)c2ccccc2OC(F)F)cc1 | 17% | -2% | 8 | 714 | i | 0.2 | -1% | -6% | 1% | -1.9% | -3.1%
CCOc1ccc(-n2c(SCc3cc(=O)oc4cc(C)c(C(C)C)cc34)nnc2-c2cccnc2)cc1 | 19% | -3% | -16 | 562 | i | 1.1 | -1% | -1% | 9% | -1.0% | -1.3%
O=C(C[n+]1ccc(Cc2ccccc2)cc1)Nc1ccccc1 | -15% | 2% | 0 | 703 | i | 0.4 | 0% | / | -2% | 0.7% | -2.9%
O=C(CCCC(=O)OCC(=O)c1cccs1)Nc1ccc(F)cc1 | 0% | 6% | 2 | 740 | i | 0.5 | -2% | 3% | -5% | -0.4% | -3.5%
CCOc1ccc(S(=O)(=O)NC(Cc2c[nH]c3ccccc23)C(=O)O)cc1 (centres undefined) | -1% | ? | / | / | i | 0.8 | -1% | 5% | -5% | 1.8% | /
Cc1c(CC(=O)O)c(=O)oc2c(C)c(OCc3ccc(F)cc3Cl)ccc12 | -5% | 9% | / | / | i | 0.3 | 3% | 2% | 18% | 11% | /
CN=c1oc2ccc(Cl)cc2cc1C(N)=O | 7% | 2% | -3 | 701 | i | 1.9 | 4% | 1% | -2% | 3.0% | -6.2%
CCCOC(=O)c1ccc(NC(=O)CSC2=Nc3ccccc3C3CC=NN23)cc1 (centres undefined) | 1% | 3% | 8 | 789 | i | 1.8 | -4% | -6% | 0% | -1.5% | -1.8% | Dengue-2 NS5 capping pilot replicate=5.5
c1ccc(Cc2noc(CN3CCN(C4CCc5ccccc5C4)CC3)n2)cc1 (centres undefined) | -19% | -8% | -14 | 664 | i | 0.3 | 6% | -7% | -9% | -2.5% | -8.2%
Cc1csc2c(SCC(=O)NNS(=O)(=O)c3cccc(C(F)(F)F)c3)ncnc12 | -8% | -2% | 7 | 702 | i | 1.4 | -3% | 1% | -8% | -1.3% | /
COc1cc(/C=N/N2C(=O)c3ccccc3NC2(C)c2cccc([N+](=O)[O-])c2)cc(Br)c1O (centres undefined) | 17% | -8% | / | / | i | 0.8 | 6% | -3% | -3% | -0.8% | -6.5%
COCCNC(=O)c1cc2cc(Cl)cc(Cl)c2oc1=O | 19% | 18% | 4 | 695 | i | 0.1 | 1% | -7% | -6% | -1.2% | -10%
Cc1ccc(C(=O)NCC2(c3ccccc3)CCCC2)cc1 | 17% | -6% | / | / | i | 0.3 | 6% | -1% | -2% | 0.3% | -2.8%
Cc1nn(-c2ccccn2)c2c1C(c1ccncc1)C1=C(CC(C)(C)CC1=O)N2 (centres undefined) | -1% | 20% | 6 | 787 | i | 4.1 | -2% | -10% | -7% | -2.1% | 1.3%
CCOC(=O)c1cc(-c2ccccc2)sc1NC(=O)c1ccc(OC)c(OC)c1 | -81% | 46% | 20 | 620 | i | 0.0 | -5% | 11% | 6% | 2.2% | -34%
Cc1cccc(C)c1OCc1nnc(SCC(=O)Nc2ccc(N3CCOCC3)cc2)o1 | 11% | 9% | 8 | 825 | i | 0.3 | -4% | 4% | -11% | 0.0% | /
O=C(c1ccc(Nc2cccc(C(F)(F)F)c2)nc1)N1CCCC1 | 6% | -12% | / | / | i | 9.4 | 0% | 3% | -3% | -2.6% | -8.4%
COc1ccccc1N(CC(=O)NC1CCCC1)C(=O)CCC(=O)Nc1ccccn1 | -10% | 2% | -18 | 798 | i | 0.1 | 6% | -5% | -4% | -1.2% | /
c1ccc(CCCN2CCN(c3ccccn3)CC2)cc1 | -12% | -2% | 4 | 802 | i | 0.4 | 3% | 2% | -6% | 1.4% | /
CCOC(=O)c1cnc2scnn2c1=O | 0% | -6% | / | / | i | 6.6 | 2% | -6% | -6% | -1.8% | -4.1%
CCN1CCN(C(=O)c2ccc(CS(=O)Cc3ccc(C)cc3)o2)CC1 (centres undefined) | 0% | -3% | 14 | 708 | i | 0.5 | 3% | -9% | -9% | -0.7% | /
Nc1c(C(=O)NCc2cccnc2)sc(=S)n1-c1ccccc1 | -6% | 21% | / | / | i | 4.3 | -2% | -13% | 3% | 2.2% | -1.7%
Cc1ccc(S(=O)(=O)Nc2nc3c(s2)C(=O)CC(C)(C)C3)cc1 | 28% | 19% | 1 | 659 | i | 0.5 | -4% | -9% | -4% | 2.3% | -4.8%
O=C(C1CCCN1S(=O)(=O)c1ccc(Br)cc1)N1CCOCC1 (centres undefined) | 10% | 1% | -30 | 434 | i | 0.3 | -3% | -4% | -8% | -1.2% | -11%
More structures.
SMILES | NOD2 inhibition | AID2073 | Hep lipid drop | Hep lipid drop cells 6.5 µM | Myeloid diff MLP | Myeloid diff MLP GFP+ MAC1+ % | SIAH1 antagonists | Dengue-2 NS5 capping | LYP phosphatase | HIV fusion peptide | XIAP antagonists | others
COc1ccc(CCNC(=O)N[C@@H](Cc2ccccc2)C(=O)O)cc1 | -3% | 5% | 3 | 827 | i | 1.0 | -4% | -5% | -5% | -1.6% | /
COc1ccc(C2C3C(C)=NN=C3CC(C)(O)C2C(C)=O)cc1 (centres undefined) | 3% | -5% | 0 | 702 | i | 0.2 | -1% | -4% | -10% | 2.9% | -6.0%
COCCNC(=O)CCCN1C(=O)c2ccccc2Sc2ncccc21 | -10% | 5% | 16 | 835 | i | 0.4 | 2% | -6% | -7% | 0.8% | /
Cc1ccc(NC(=O)Cc2cn(C)c3ccccc23)cc1F | -13% | 2% | -11 | 765 | i | 0.5 | 6% | 12% | -5% | -1.0% | -6.7%
CN(C)c1nc(N)nc(CSc2ccccn2)n1 | -1% | 4% | 5 | 770 | i | 1.3 | 0% | -5% | -7% | 0.5% | 0.4%
COc1ccc(CN(C)C(=O)c2ccc(Oc3ccccc3)cc2)cc1F | 14% | 4% | 0 | 794 | i | 0.6 | 0% | -12% | -2% | -0.3% | /
CCOc1ccc(S(=O)(=O)Nc2cc(OC)ccc2OC)cc1 | -11% | 17% | -192 | 351 | / | / | 1% | -1% | 2% | -1.9% | 7.0%
Cc1c(Cl)cccc1NC(=O)Cn1cc(C(F)(F)F)cc(Cl)c1=O | -6% | 13% | 7 | 678 | i | 0.3 | -2% | 2% | -2% | 1.5% | -3.2%
CCOc1ccc(N(CC(=O)NCc2ccccc2)S(=O)(=O)c2c(C)noc2C)cc1 | 10% | 0% | / | / | i | 4.0 | 1% | -4% | -4% | 3.1% | -6.9%
O=C(Nc1ccccc1-c1nnc(SCc2ccc(Cl)cc2)o1)c1ccccc1 | -7% | ? | -4 | 659 | i | 2.2 | -3% | 0% | 0% | -0.8% | 1.2% | Dengue-2 NS5 capping pilot replicate=2.1
COc1ccc(CCC(C)NCc2cccc(Br)c2)cc1 (centres undefined) | 14% | 6% | -15 | 807 | i | 1.1 | -3% | -13% | -6% | -1.5% | /
COc1cc(/C=N/NC(=O)C[n+]2ccccc2)cc(OC)c1OC | 11% | -3% | -2 | 622 | i | 1.0 | 7% | -7% | -1% | 1.8% | -1.3%
COc1ccc(C2C(C(=O)Nc3ccc4c(c3)OCCO4)c3ccccc3C(=O)N2C)cc1 (centres undefined) | 19% | 12% | 1 | 805 | i | 1.6 | -3% | -6% | -12% | 0.4% | -7.7%
O=C(O)CCC(=O)N1CCN(c2nc(-c3ccccc3)c3ccccc3n2)CC1 | 3% | 24% | 0 | 806 | i | 0.2 | 2% | 2% | -8% | 2.6% | /
CN(CCOc1ccc(Cl)cc1)C(=O)C1CCN(C(=O)c2ccc(F)cc2)CC1 | 23% | -4% | -7 | 830 | i | 0.1 | 5% | 1% | -8% | 0.0% | /
Cc1ccc(-c2noc(CN(C(=O)CCN3C(=O)c4ccccc4C3=O)C(C)C)n2)cc1 | 6% | -3% | -14 | 679 | + | 13* | -1% | -10% | 4% | -0.2% | -4.8%
CN(C)S(=O)(=O)c1ccc(S(=O)(=O)N(Cc2ccco2)Cc2ccccc2Cl)cc1 | -17% | 5% | -45 | 664 | i | 7.0 | -3% | -4% | -4% | 0.4% | -4.1%
O=C(CNCc1ccccc1)Nc1cccc(Cl)c1Cl | 7% | 3% | 7 | 848 | i | 0.4 | 13% | -7% | -4% | 1.5% | /
CC(C)(C)C(=O)NC1CC2CCCC(C1)N2C(=O)Nc1cccc(Cl)c1 (centres undefined) | -10% | 23% | -4 | 810 | i | 0.2 | -6% | -6% | -4% | -1.5% | /
COC(=O)c1ccccc1NC(=S)NC(=O)CC(C)C | 2% | -9% | / | / | i | 1.5 | 5% | -2% | -4% | 0.5% | 0.2%
Cc1cc(N)n2nc(C)c(-c3ccc(Cl)cc3)c2n1 | 5% | 4% | -19 | 647 | i | 0.3 | -6% | 3% | -7% | -0.7% | -6.3%
CNC(=S)N1N=C(c2cccs2)CC1c1ccc(OC)cc1 (centres undefined) | 7% | -3% | 4 | 820 | i | 0.2 | 2% | -6% | -6% | -0.4% | /
Cc1sc2ncnc(OCC(=O)NCc3cccs3)c2c1C | -1% | -6% | -8 | 711 | i | 1.0 | 2% | -12% | -1% | 2.1% | -3.1%

6 entries already listed, sorted by SMILES length, highest first.
SMILES | NOD2 inhibition | AID2073 | Hep lipid drop | Hep lipid drop cells 6.5 µM | Myeloid diff MLP | Myeloid diff MLP GFP+ MAC1+ % | SIAH1 antagonists | Dengue-2 NS5 capping | LYP phosphatase | HIV fusion peptide | XIAP antagonists | others
CC(C)(C)C(=O)NC1CC2CCCC(C1)N2C(=O)Nc1cccc(Cl)c1 (centres undefined) | -10% | 23% | -4 | 810 | i | 0.2 | -6% | -6% | -4% | -1.5% | /
COc1ccc(CN(C)C(=O)c2ccc(Oc3ccccc3)cc2)cc1F | 14% | 4% | 0 | 794 | i | 0.6 | 0% | -12% | -2% | -0.3% | /
COc1cc(/C=N/NC(=O)C[n+]2ccccc2)cc(OC)c1OC | 11% | -3% | -2 | 622 | i | 1.0 | 7% | -7% | -1% | 1.8% | -1.3%
Cc1sc2ncnc(OCC(=O)NCc3cccs3)c2c1C | -1% | -6% | -8 | 711 | i | 1.0 | 2% | -12% | -1% | 2.1% | -3.1%
O=C(CNCc1ccccc1)Nc1cccc(Cl)c1Cl | 7% | 3% | 7 | 848 | i | 0.4 | 13% | -7% | -4% | 1.5% | /
CN(C)c1nc(N)nc(CSc2ccccn2)n1 | -1% | 4% | 5 | 770 | i | 1.3 | 0% | -5% | -7% | 0.5% | 0.4%
